Screens: PubChem BioAssay, Sanford-Burnham Center for Chemical Genomics
HKDC1 inhibitor: inhibitors of human hexokinase HKDC1. recombinant HKDC1, G6PDH/diaphorase resazurin coupled fluorescence. inhibition, % at 20 µM. hit rate 0.16% among 340,000. AID 493160;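 active means inhibition above about 35% when tested at 20 µM, limit read from the data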;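 further: plate controls were DMSO wells with enzyme for no effect and DMSO wells lacking enzyme for full effect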
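Assay system – recombinant HKDC1 (HK5) hexokinase enzyme, produced in-house · Input – HKDC1 at 5 µg/mL · Reagent – glucose plus 1 mM ATP as hexokinase substrates · Timing – 90 min reaction incubation at room temperature, dark · Measured by – G6PDH/diaphorase-coupled fluorescence, 1 mM NADP, 100 µM resazurin, 525/613 nm · Benchmarks – DMSO-enzyme wells negative, buffer-substituted wells positive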
PfGluPho inh: PfG6PD (Plasmodium falciparum) enzyme inhibition | PfGluPho enzyme, NADPH resazurin-diaphorase fluorescence | inhibition, % at 20 µM | hit rate 0.78% among 350,000;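 active means inhibition reaching at least a set limit at 20 µM in the primary screen, cut at about 59% in these data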;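 further: 0% = DMSO wells with substrate and 100% = DMSO wells lacking glucose-6-phosphate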
SENP7 block: inhibitors of human SENP7 protease. inhibition, % at 5 µM. hit rate 1.5% among 330,000. recombinant SENP7, Z-RLRGG-aminoluciferin luminescence, 40 min. Q9BQF6. AID 434973;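 active means inhibition above about 50% at the single test dose, limit read from the data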;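 further: plate controls were DMSO with enzyme for no effect and no enzyme buffer wells for full effect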
SENP1 FRET inh: blocks the human SENP1 SUMO protease catalytic domain; AID 624204; inhibition, % at 10 µM; Q9P0U3; hit rate 0.21% among 360,000; recombinant SENP1 catalytic domain, CyPet-SUMO1-YPet FRET cleavage;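 active means inhibition at least 30% at 10 µM, raw YFP signal under a set limit, fluorescence ratio 0.5 to 1.5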;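 further: 0% = enzyme with DMSO and 100% = no enzyme wells; some results filed as inactive read as strong as hits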
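Compound: 10 µM single point, 0.5% DMSO; Test system: hSENP1 catalytic domain, recombinant; Timing: 50 min reaction at room temperature; Technique: FRET, CFP and YFP emission; Control set: no-enzyme wells low, DMSO-plus-enzyme wells high control.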
Apaf-1 inh: inhibitors of human Apaf-1 apoptosome. AID 489030. inhibition, % at 20 µM. reconstituted apoptosome caspase-3 activity, DEVD-Rh110 fluorescence. O14727. hit rate 0.71% among 330,000; active means inhibition of at least 40% at 20 µM;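 further: plate controls were DMSO wells for no effect and DEVD-CHO caspase inhibitor wells for full effect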
Target sequence (O14727 whole entry, looked up): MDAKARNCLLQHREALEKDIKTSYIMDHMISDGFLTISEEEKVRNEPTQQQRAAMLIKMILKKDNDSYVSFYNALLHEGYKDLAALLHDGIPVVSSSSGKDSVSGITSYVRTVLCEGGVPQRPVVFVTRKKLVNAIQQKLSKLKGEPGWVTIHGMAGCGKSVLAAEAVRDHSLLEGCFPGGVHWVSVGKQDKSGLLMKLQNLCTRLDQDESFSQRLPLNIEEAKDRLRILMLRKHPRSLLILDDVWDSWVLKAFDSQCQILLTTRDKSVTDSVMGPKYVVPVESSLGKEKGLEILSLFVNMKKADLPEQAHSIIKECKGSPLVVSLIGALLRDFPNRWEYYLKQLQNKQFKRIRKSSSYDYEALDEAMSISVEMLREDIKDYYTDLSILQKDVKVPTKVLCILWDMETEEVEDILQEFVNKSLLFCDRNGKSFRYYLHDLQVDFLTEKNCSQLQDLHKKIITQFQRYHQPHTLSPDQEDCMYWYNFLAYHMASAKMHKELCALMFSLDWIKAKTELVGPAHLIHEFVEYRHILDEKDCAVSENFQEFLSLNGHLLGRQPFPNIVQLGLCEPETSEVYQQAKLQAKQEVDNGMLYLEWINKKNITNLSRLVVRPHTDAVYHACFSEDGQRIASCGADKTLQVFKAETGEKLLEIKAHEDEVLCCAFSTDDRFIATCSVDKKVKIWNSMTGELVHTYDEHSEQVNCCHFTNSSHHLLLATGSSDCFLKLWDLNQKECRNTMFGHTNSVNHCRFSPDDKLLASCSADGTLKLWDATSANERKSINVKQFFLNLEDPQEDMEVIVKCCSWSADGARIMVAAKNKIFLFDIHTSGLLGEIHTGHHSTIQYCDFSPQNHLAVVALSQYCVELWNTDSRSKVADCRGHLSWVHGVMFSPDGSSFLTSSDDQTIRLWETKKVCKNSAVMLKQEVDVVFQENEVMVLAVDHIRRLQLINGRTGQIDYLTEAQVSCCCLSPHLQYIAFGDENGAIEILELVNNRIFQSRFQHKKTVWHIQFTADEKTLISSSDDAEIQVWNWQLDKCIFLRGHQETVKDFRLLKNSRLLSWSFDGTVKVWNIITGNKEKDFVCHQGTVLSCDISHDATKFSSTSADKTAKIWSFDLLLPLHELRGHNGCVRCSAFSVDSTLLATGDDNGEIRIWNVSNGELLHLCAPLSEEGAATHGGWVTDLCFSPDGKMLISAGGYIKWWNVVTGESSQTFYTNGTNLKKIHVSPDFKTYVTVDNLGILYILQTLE
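Assay system: Apoptosome proteins | Medium: pH 7.5 Hepes buffer with CHAPS, BSA, DTT | Also added: Cytochrome c and DEVD-Rh110 substrate | Times: 30 min plus 50 min, RT | Detection: Rhodamine 110 fluorescence at Ex 480/Em 540 nm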
SENP8 block-1: inhibitors of human SENP8 protease | AID 2540 | Q96LD8 | inhibition, % at 10 µM | purified SENP8, Z-RLRGG-aminoluciferin cleavage, luminescence | hit rate 1.2% among 330,000; in the data active means inhibition above about 50%
SENP6 block: blocks the human protease SENP6 | Q9GZR1 | Recombinant SENP6 catalytic domain, aminoluciferin luminescence | inhibition, % at 10 µM | hit rate 1.8% among 330,000;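 active means inhibition above about 50% at the single tested dose, limit read from the data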;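 further: plate controls were DMSO wells with enzyme for no effect and DMSO wells lacking enzyme for full effect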
SENP8 block-2: inhibitors of human SENP8 protease | recombinant SENP8, Nedd8 substrate fluorescence | inhibition, % at 20 µM | AID 602440 | Q96LD8 | hit rate 0.64% among 360,000; in the data active means inhibition mostly above about 40%, no sharp cut-off; inactive means mostly below about 27%
An asterisk follows results filed as active; . = no result given.

SMILES	HKDC1 inhibitor	PfGluPho inh	SENP7 block	SENP1 FRET inh	Apaf-1 inh	SENP8 block-1	SENP6 block	SENP8 block-2
O=C(Nc1nc(-c2cc(Cl)sc2Cl)cs1)c1ccc(Br)s1	0.1	-9.9	3.4	-0.1	-0.3	-0.8	-3.6	-5.5
O=S1(=O)N=C(N(CCO)/N=C/C=C/c2ccccc2)c2ccccc21	-11.5	6.3	.	-2.3	.	.	.	-377.3
c1ccc(CCNc2nc(-c3ccccn3)cs2)cc1	-2.6	-9.7	43.0	3.1	-2.0	29.1	51.8*	-6.1
CC(C)Cc1nc2sc3c(=O)[nH]cnc3c2c2c1CCCC2	-2.5	-5.5	-4.9	-14.6	19.1	-8.1	-4.8	-16.6
O=C(COC(=O)C1CC2CCCC(C1)C2=O)NNC(=O)c1ccccc1F (stereo not drawn)	-1.2	-6.8	17.8	2.1	-6.0	-13.0	-4.9	2.1
Cc1nc2sc(C(c3ccco3)N3CCc4ccccc4C3)c(O)n2n1 (stereo not drawn)	-4.5	42.1	8.7	-4.7	4.6	-0.4	2.1	8.0
COc1cccc(-c2nnc(NC(=O)c3ccc4ncsc4c3)o2)c1	2.2	-8.2	0.8	-66.4	0.5	-3.8	-11.0	-162.5
O=C(NCC(c1ccco1)N1CCCCC1)c1ccc([N+](=O)[O-])s1 (stereo not drawn)	-4.5	7.2	16.2	2.3	5.4	-2.7	26.9	29.4
CN(C(=O)CCc1nnc(CCCCc2ccccc2)o1)C1CC(C)(C)NC(C)(C)C1	-14.4	9.1	0.4	4.4	-6.9	-4.9	-11.0	6.6
CC(C)(C)[C@@H]1COC(=O)[C@H](Cc2ccc(F)cc2)CC/C=C\C[C@@H](CC(=O)N(CCO)Cc2ccccc2)C(=O)N1	0.8	7.3	-7.4	4.7	19.4	-9.0	-2.5	15.3
COc1ccc(C)cc1S(=O)(=O)N(CC(=O)Nc1ccc2c(c1)OCCO2)Cc1ccccc1	7.0	10.8	-1.7	1.7	12.1	2.8	-9.5	17.5
CCOc1cc(NC(=S)NCCCN2CCOCC2)c(OCC)cc1NC(=O)C(C)C	-13.8	0.8	-4.3	-3.9	-4.9	-0.6	-3.0	0.1
COc1ccc(CNC(=O)CC2C(=O)NCCN2CC(C)(C)C)c(OC)c1 (stereo not drawn)	0.2	15.2	-0.5	-8.1	-3.3	2.7	8.8	-74.3
COC(=O)c1sccc1NC(=S)OC	-2.4	2.6	-3.9	2.4	-12.6	-2.0	6.0	23.3
O=C(O)C1C(C(=O)Nc2ccc(Cl)cc2)C2C=CC1C21CC1 (stereo not drawn)	-11.9	-10.3	-5.7	-0.3	-5.5	-9.0	2.0	9.1
CCn1c(-c2cccn(Cc3ccccc3)c2=O)n[nH]c1=S	-8.4	7.7	0.1	0.9	3.7	-1.8	-4.9	-130.1
C[C@@H]1CN([C@@H](C)CO)C(=O)Cc2cc(NC(=O)Nc3ccc4c(c3)OCO4)ccc2O[C@@H]1CN(C)C(=O)NC1CCCCC1	-5.4	15.6	1.9	1.5	-3.7	8.0	0.4	2.1
Cc1c(-c2ccc(Cl)cc2)[n+](=O)c2c(n1[O-])CCCC2	4.5	-24.6	2.8	1.0	-16.3	-0.7	-11.1	16.9
C#CC(CC)(CC)NC(=O)c1c(C)noc1C	-7.3	-3.0	14.7	-1.3	-4.5	10.5	1.3	16.7
CC(=O)c1cnc2cc(C)nn2c1C	-9.2	-5.5	-7.8	1.2	3.2	-9.1	-20.3	-5.5
N#C/C(=C\c1cc([N+](=O)[O-])c(N2CCCCC2)cc1N1CCCCC1)c1nn(-c2ccccc2)c(N)c1C#N	-2.9	5.7	4.1	5.2	21.8	2.3	19.1	50.4*
CN(CC(=O)NCCN1CCN(c2ccccc2)CC1)S(=O)(=O)c1ccc2c(c1)CCC(=O)N2	-2.7	8.1	9.7	-1.5	0.7	-4.4	3.7	3.5
CCc1ccccc1NC(=O)CSc1nc(-c2ccccc2)nn1C(=O)c1cccc([N+](=O)[O-])c1	.	.	5.9	.	8.8	1.8	-2.2	.
COC(=O)C1CCN(Cc2cn(-c3ccccc3)nc2-c2ccc3c(c2)OCO3)CC1	-6.9	8.1	-0.7	-1.1	9.4	4.8	14.8	23.2
O=C(NCC(=O)N1CCOCC1)OCc1ccccc1	1.6	-5.2	-3.4	-0.6	-2.2	0.1	-5.8	17.9

Next section, starting with the last 3 of the part before.
SMILES	HKDC1 inhibitor	PfGluPho inh	SENP7 block	SENP1 FRET inh	Apaf-1 inh	SENP8 block-1	SENP6 block	SENP8 block-2
CCc1ccccc1NC(=O)CSc1nc(-c2ccccc2)nn1C(=O)c1cccc([N+](=O)[O-])c1	.	.	5.9	.	8.8	1.8	-2.2	.
COC(=O)C1CCN(Cc2cn(-c3ccccc3)nc2-c2ccc3c(c2)OCO3)CC1	-6.9	8.1	-0.7	-1.1	9.4	4.8	14.8	23.2
O=C(NCC(=O)N1CCOCC1)OCc1ccccc1	1.6	-5.2	-3.4	-0.6	-2.2	0.1	-5.8	17.9
CSc1nnc(-c2ccccc2)n1N	-10.8	-12.4	.	0.0	.	.	.	22.8
Cc1ccccc1N=C1Nc2ccccc2N[C@]12C[C@H]1CCC(=O)N3CC[C@@H](C2)[C@@H]13	-5.2	-4.9	.	0.9	.	.	.	10.4
O=S(=O)(N/N=C\c1cccnc1)c1ccccc1	10.3	7.7	-2.6	4.4	-15.4	-5.8	-21.1	14.8
COc1cc2cc(C(=O)N3CCOCC3)cc(-c3ccc(C)cc3)c2cc1OC	4.5	-6.7	7.4	1.1	21.7	1.7	-17.7	1.3
CCN1C(=O)C(O)(CC(=O)c2ccc3c(c2)OCCO3)c2ccccc21 (stereo not drawn)	-4.2	3.3	5.5	0.1	-11.7	-4.7	-2.7	0.8
O=C(Nc1ccccc1-c1ccccc1)c1ccccc1Br	-2.9	-7.8	1.2	-1.8	7.7	7.6	-10.7	5.8
COC(=O)c1cc2sccc2n1CC(=O)Nc1ccc(OC)c(OC)c1OC	-16.8	5.7	2.6	1.5	3.3	11.8	-11.8	1.1
O=C(NNC(=S)Nc1ccccc1C(F)(F)F)c1ccc(Br)o1	-1.3	-17.8	20.5	0.9	-6.6	11.7	32.0	6.0
COc1ccc(C)cc1NC(=O)CN(C)S(=O)(=O)c1cnc[nH]1	-7.0	-18.4	-4.9	1.7	-0.8	-7.9	-5.1	5.3
CCOC(=O)c1c(C)[nH]c(C)c1C(=O)CSc1nc2ccccc2c(=O)n1-c1ccc(Cl)cc1	2.2	21.6	4.4	1.3	14.2	12.0	0.5	14.2
O=C(NC1CCCCCC1)c1ccc(CS(=O)(=O)Cc2ccc(F)cc2)o1	-8.1	5.0	3.3	0.5	8.7	11.7	-3.6	21.5
CSc1ccccc1C(=O)OCC(=O)N1CCN(C(C)=O)CC1	-0.5	1.5	-4.9	-2.1	12.6	-7.3	-23.2	-5.4
Nc1nnnn1/N=C/c1ccc(Cl)cc1	-3.2	14.9	-1.7	1.1	-0.3	-2.4	7.3	16.6
Nc1c(C(=O)Nc2ccccc2F)sc2nc(-c3cccnc3)ccc12	10.4	29.0	-10.2	-40.4	1.5	-7.9	-6.2	-442.5
CCC(=O)N1CCN(c2ccc(NC(=O)COc3ccc(C)cc3C)cc2)CC1	-8.2	7.5	4.7	0.6	9.5	4.8	-2.0	-0.2
COCCn1nnnc1C(c1ccccn1)N1CCN(c2cc(Cl)ccc2C)CC1 (stereo not drawn)	1.2	-18.9	0.5	-5.7	13.4	1.3	2.9	-7.9
Cc1ccc(C(=O)Nc2nnc(C)s2)o1	12.5	9.9	5.7	-0.1	-20.0	-8.3	-17.9	5.7
COc1ccc2c(C(=O)NCCCCO)c(-c3ccc(S(C)(=O)=O)cc3)sc2c1	-1.5	-12.7	-4.3	-0.3	16.6	-18.6	-0.4	-494.6
Cc1nn(Cc2noc(C(=O)NCC3CCCO3)n2)c(C)c1Br (stereo not drawn)	6.0	-20.4	-6.4	-1.6	-2.6	5.4	-6.1	2.8
Cc1sc(N/N=C/C=C/c2ccccc2)nc1-c1ccccc1	4.3	39.5	-5.3	-17.9	7.6	-8.3	-26.5	-231.8
Cc1ccc(OCC(=O)Nc2ccc(F)cc2)c([N+](=O)[O-])n1	-2.4	7.6	1.1	-0.5	1.4	-5.7	-21.6	19.2
O=c1c2ccccc2sn1-c1cc(S(=O)(=O)N2CCOCC2)ccc1N1CCOCC1	-0.5	111.3*	0.5	0.9	-7.6	1.1	-20.7	19.7
c1ccc2c(c1)oc1c(N3CCN(Cc4ccc5c(c4)OCO5)CC3)ncnc12	4.4	8.3	.	-1.5	.	.	.	-7.8
CC(C)N1CCC(N2CCN(Cc3cc4c(cc3Cl)OCO4)CC2CCO)CC1 (stereo not drawn)	-10.3	-1.9	-4.1	-4.1	-2.1	-8.6	-6.0	0.2
C/C(CC(=O)Nc1ccccc1[N+](=O)[O-])=N\NC(=O)COc1ccccc1C	-2.8	-11.7	0.3	2.0	6.0	-0.1	0.0	15.5
Going on with the list.
SMILES	HKDC1 inhibitor	PfGluPho inh	SENP7 block	SENP1 FRET inh	Apaf-1 inh	SENP8 block-1	SENP6 block	SENP8 block-2
CN(/N=C/c1cc(Cl)ccc1O)C1=NS(=O)(=O)c2ccccc21	-0.8	-2.1	-6.5	5.3	18.7	-6.1	-1.6	-2.3
COc1ccc2[nH]c3c(c2c1)CCN1C(=O)C(CC(=O)NCc2ccco2)C[C@H](C(=O)N2CCOCC2)[C@@]31CCC1CCCC1 (stereo partly drawn)	-2.6	20.7	6.3	0.0	21.3	.	.	8.4
Clc1cccc(CN2CCCCCCC2)c1Cl	-10.1	7.5	1.7	1.2	-5.5	-0.9	12.1	-2.6
CCOC(=O)/C(C#N)=C(\N)C(C)C(=O)Nc1ccccn1 (stereo not drawn)	3.9	8.6	5.6	2.3	-9.4	-6.1	-1.6	16.5
CCc1ccccc1N(CC(=O)OC)S(C)(=O)=O	-4.4	-3.5	-0.1	1.2	4.7	-2.8	-9.2	11.5
COc1cc(NC(=S)N(C)C)c(OC)cc1Cl	1.1	4.4	5.7	4.7	-5.4	-14.2	-25.7	7.7
COc1ccccc1CCCNC(=O)C1CCC(=O)N(CCc2cccc(F)c2)C1 (stereo not drawn)	5.2	-16.0	5.7	0.0	17.4	4.8	4.2	14.8
CC(C)NC(=O)N(C)C[C@H]1Oc2c(NS(=O)(=O)c3cn(C)cn3)cccc2C(=O)N([C@H](C)CO)C[C@@H]1C	-2.0	-5.2	-1.4	0.6	0.2	-1.2	8.1	7.6
COCCCNC(=O)c1ccc(N2CCCC2)c(NS(=O)(=O)c2ccc(C)cc2)c1	20.0	11.2	-5.6	-1.7	-0.9	-4.8	-14.2	2.5
Cc1ccccc1NS(=O)(=O)c1ccc(C(=O)NCC(c2ccco2)N(C)C)cc1 (stereo not drawn)	-1.5	-10.9	-2.2	-0.7	2.8	3.4	4.8	3.0
Cn1c(SCC(=O)N2CCN(S(=O)(=O)c3ccccc3)CC2)nc2ccccc21	-3.2	-2.5	14.7	1.2	-7.4	1.0	0.9	13.7
Cc1nc(-c2ccccc2)sc1-c1ccn[nH]1	-6.4	31.1	56.4*	-1.1	13.2	47.5	61.1*	-391.1
CN(C(=O)CSc1nnc(-c2ccccc2F)o1)c1ccccc1	-6.4	1.2	8.4	1.7	7.9	-0.4	10.6	-4.0
